Assay outcomes from PubChem.
TDP1 cell CPT = growth inhibition of DT40 Tdp1-/-;hTDP1 cells with camptothecin (screen for TDP1 inhibitors); chicken DT40 Tdp1-/-;hTDP1 cells + 20 nM CPT, ATP luminescence, 48 h; Potency, µM (highest dose often 46.2 µM), without a hit: top-dose activity change, negative = growth inhibition, usual class: inhibitors; actives 12% (n = 420,000); also: nearly all actives have a fitted effect of over 55% in size
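Chicken DT40 Tdp1-/- cells stably complemented with human TDP1 were seeded at 400 cells/well in medium containing 20 nM camptothecin, exposed to pin-transferred compounds, and grown at 37 °C for at least 48 hr. Viability was read as ATP luminescence.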
FEN1 inh = inhibitors of human flap endonuclease 1; P39748; Recombinant FEN1 flap cleavage, fluorescence, 15 min; Potency, µM (highest dose often 114 µM), inactives show top-dose activity change, negative = inhibition, usual class: inhibitors; actives 0.35% (n = 390,000); AID 588795; also: nearly all actives have a fitted effect of over 65% in size
Target sequence (P39748 whole entry, looked up): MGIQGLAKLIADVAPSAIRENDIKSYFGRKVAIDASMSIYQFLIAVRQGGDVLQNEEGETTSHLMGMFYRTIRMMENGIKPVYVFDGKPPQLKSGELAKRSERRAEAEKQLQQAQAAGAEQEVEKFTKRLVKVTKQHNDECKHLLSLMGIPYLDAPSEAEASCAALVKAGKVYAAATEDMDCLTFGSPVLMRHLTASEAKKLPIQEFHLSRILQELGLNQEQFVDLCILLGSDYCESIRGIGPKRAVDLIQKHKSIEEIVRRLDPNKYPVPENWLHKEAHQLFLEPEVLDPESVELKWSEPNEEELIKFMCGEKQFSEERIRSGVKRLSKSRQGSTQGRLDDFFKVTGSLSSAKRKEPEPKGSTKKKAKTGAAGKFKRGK
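Recombinant FEN1 (10 nM) was preincubated with pin-transferred compounds for 15 min at room temperature, then flap DNA substrate (50 nM final) was added. Plates were read at 0 and 15 min, and normalized concentration–response data were fitted to a four-parameter Hill equation.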
N370S GC mod = N370S glucocerebrosidase modulation, Gaucher chaperone candidate | N370S GC spleen homogenate, 4MU-glucoside fluorescence | Potency, µM (series often up to 59.4 µM), for the others: at the top dose activity change, negative = inhibition, usual class: inhibitors | actives 0.092% (n = 330,000);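 also: 0% = full enzyme activity and -100% = no enzyme basal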
* hit, by the source's call; ? = inconclusive; / = no result given; [ ] = another dose, or the depositor's remark. Calls follow the shape of the dose curve; as a rule, active = well fitted curve in the direction sought with a large enough effect; inconclusive = small, poorly fitted or top-dose-only effect, or another doubt; inactive = no such curve, though single readings can be large; an effect the other way counts as inactive or inconclusive. Unless noted, % is scaled to controls: 0 for no effect and ±100 for the full control effect; potency is read from the fitted curve at half-maximal effect. The list is partial (hit frequency here may not be typical).

SMILES	FEN1 inh	TDP1 cell CPT	N370S GC mod
CCc1ccc(S(=O)(=O)Nc2ccc3c(c2)n(C)c(=O)c(=O)n3C)cc1	0%	?	/
O=C(c1cccn(Cc2ccc(C(F)(F)F)cc2)c1=O)N1CCOCC1	1%	1%	5%
O=C(Oc1nsnc1N1CCOCC1)N1CCOCC1	9%	-24%	1%
Cc1ccsc1CN1CCN(c2ccccn2)CC1	10%	?	16%
Cc1c(F)cccc1NC(=O)CSCC(=O)Nc1ccccc1	-6%	1%	1%
CC(=O)c1cccc(NC(=O)c2ccc(C(=O)Nc3cccc(C(C)=O)c3)nc2)c1	1%	-3%	1%
CS(=O)(=O)Nc1ccc(Br)cc1C(=O)c1ccccc1	-5%	6%	-13%
O=C(NCCN1CCOCC1)C(=O)NCC1OCCN1S(=O)(=O)c1cc(F)ccc1F (stereo not drawn)	15%	-9%	-1%
CNS(=O)(=O)c1cnccc1N1CCN(c2cccc(C(F)(F)F)c2)CC1	-4%	?	-16%
COCCNCC(=O)N1CCCCCC1	7%	10%	1%
CC(=O)Nc1ccc(S(=O)(=O)NCc2ccc(C)cc2)cc1	31%	?	3%
CCOC(=O)N1CCC(N(CCN(C)C)C(=S)Nc2ccccc2C)CC1	4%	-5%	-10%

In another format: 3 of the compounds above.
O=C(Oc1nsnc1N1CCOCC1)N1CCOCC1
  FEN1 inh: 9%
  TDP1 cell CPT: -24%
  N370S GC mod: 1%

Cc1ccsc1CN1CCN(c2ccccn2)CC1
  FEN1 inh: 10%
  TDP1 cell CPT: ?
  N370S GC mod: 16%

Cc1c(F)cccc1NC(=O)CSCC(=O)Nc1ccccc1
  FEN1 inh: -6%
  TDP1 cell CPT: 1%
  N370S GC mod: 1%

More entries:
SMILES	FEN1 inh	TDP1 cell CPT	N370S GC mod
CC(=O)c1ccc(NC(=S)Nc2cccc3ccccc23)cc1	-6%	?	-9%
CCC(C)(C)NC(=O)C(C(C)C)N(CC1CCCO1)C(=O)CNS(=O)(=O)c1ccc(F)cc1 (stereo not drawn)	-2%	11%	2%
C/C(=N\NC(=O)C(C)n1nc(C)c([N+](=O)[O-])c1C)c1ccccc1O (stereo not drawn)	-9%	4.1µM*	6%
CCCCNc1c(-c2ccc(-c3ccc(C(C)=O)cc3)c(OC)c2)nc2cc(C)ccn12	8%	18µM*	/
CCOC(=O)CC1C(=O)NCCN1Cc1cccs1 (stereo not drawn)	5%	-2%	3%
COC(=O)C1CN(C(=O)COc2cccc(C)c2C)c2ccccc2O1 (stereo not drawn)	-19%	-10%	-16%
CSc1ccccc1NC(=S)NC1CCCC1	-4%	-4%	-2%
CCCCn1c(=O)[nH]c(=O)c2c1nc(-c1cc3c(cc1Br)OCO3)n2C	3%	7%	-3%
Cc1ccc(-c2nn(-c3ccc(F)cc3)cc2C(=O)NCC2CCCO2)cc1 (stereo not drawn)	7%	?	-15%
OC/C(Br)=C(\Br)CO	-7%	5%	2%
C[C@H]1CC[C@H]2C(=O)N[C@H](Cc3ccccc3)C(=O)N2[C@@H]1c1ccccc1	-1%	6%	3%[12.8 µM]
COC(=O)c1[nH]nc(C(=O)OC(C)(C)C)c1-c1ccccc1	-1%	16µM*	6%

Gathered by group: the entries above containing a thiophene ring, fused or not.
SMILES	FEN1 inh	TDP1 cell CPT	N370S GC mod
Cc1ccsc1CN1CCN(c2ccccn2)CC1	10%	?	16%
CCOC(=O)CC1C(=O)NCCN1Cc1cccs1 (stereo not drawn)	5%	-2%	3%

Going on with the list.
SMILES	FEN1 inh	TDP1 cell CPT	N370S GC mod
CC1CN(C(=O)C(Sc2ccccc2)c2ccccc2)CC(C)O1 (stereo not drawn)	5%	-1%	8%
CC(C)C[C@H](NC(=O)N1CCn2c1nc1ccccc12)C(=O)NCC1CCCO1 (stereo partly drawn)	-12%	-7%	-18%
c1ccc(N2CCN(c3ncccn3)CC2)cc1	0%	-2%	21%
CCOC(=O)c1ccccc1NC(=O)Cn1c(=O)n(CCC(=O)NCc2ccccc2OC)c(=O)c2ccccc21	-3%	?	/
COc1cc(/C=N/Nc2ccc(F)cc2F)cc(OC)c1OC	-9%	?	-6%
Cc1cc(C)c(C#N)c(SCc2ccccc2C)n1	-8%	-17%	22%
COc1cc(N)c(Cl)cc1C(=O)OCC(=O)Nc1cccnc1Cl	2%	-18%	-10%
CCNc1c(N)c(=O)oc2ccccc12	-7%	-3%	-3%
COc1ccccc1-c1noc(CCC(=O)NC2CCCCC2)n1	-1%	-27%	-7%
O=C1c2ccccc2C(=O)N1Cc1ccc2c(c1)OCO2	-4%	13%	25%
CC1(C)Cc2c(c(-c3ccccc3)[nH]c(=O)c2C#N)CO1	5%	0%	12%
C[C@@H](OC(=O)c1[nH]cnc1C(=O)NCc1ccc(CNC(=O)OC(C)(C)C)cc1)c1ccccc1	-17%	21µM*	/
Cc1cc(C)n(-c2nc(C)nc3sc4c(c23)CCC(C)C4)n1 (stereo not drawn)	-18%	-13%	-3%
Cc1cc(C)cc(NC(=O)c2cccc(C(=O)Nc3cc(C)cc(C)c3)c2)c1	-8%	?	/
COC(=O)c1ccc(CNC(=O)CSc2nc3ccccc3[nH]2)cc1	2%	-5%	-3%
CCOc1ccc(CNC(=O)c2ccc3c(c2)nc2n3CCCCC2)cc1	-9%	-25%	/
Cc1cccc(C(=O)Nc2nnc(S(=O)(=O)N3CCCCCC3)s2)c1	-9%	-4%	-3%
O=C(COC(=O)c1cc(NS(=O)(=O)c2cccs2)ccc1O)Nc1cc(Cl)ccc1Cl	0%	-19%	-5%
C#CCSc1nc2ccccc2n1C(=O)c1ccc(S(=O)(=O)N2CCCCC2)cc1	-7%	-7%	1%
Cc1cc(C)nc(CC(N)=O)n1	9%	2%	20%
Cc1ccc(C)c(N2CCN(C(=O)Cn3ncc4c([nH]c5ccc(C)cc54)c3=O)CC2)c1	-9%	15µM*	-1%
COCc1cc(C)nc(OCC(=O)N/N=C/c2ccc(C)cc2)c1C#N	4%	12µM*	-11%
COc1cc2c(C#N)c(N3CCCCC3)nc(N)c2c(N)n1	?	9.2µM*	13%
COc1cc(C(=O)Nc2nc(-c3cc(C)ccc3C)c(C)s2)ccc1OCC(=O)Nc1ccc(F)cc1	8%	?	-14%
CCOC(=O)c1cnc2c(Cl)c(Cl)ccc2c1Nc1ccc(N(C)C)cc1	3%	-17%	/
COc1ccccc1NC(=O)CN(Cc1ccco1)C(=O)c1ccc(Cl)nc1	13%	-3%	4%
Cc1cc(OC(C)C(=O)NCc2ccncc2)c2c(C)c(C)c(=O)oc2c1 (stereo not drawn)	-15%	?	-12%
CC(C)OC(=O)c1sc2nc(-c3ccccc3)ccc2c1N	-10%	-15%	-1%
CC(CCc1ccccc1)NCc1cccc2ccccc12 (stereo not drawn)	-24%	?	-6%
O=C(Nc1ccc(F)cc1F)c1cccc(C(=O)Nc2ccc(F)cc2F)n1	3%	?	-3%
COC(=O)C(C)(C(=O)OC)c1ccc(C(F)(F)F)cc1[N+](=O)[O-]	2%	15%	-1%
COc1cccc(NC(=O)CC(=O)c2ccccc2)c1	-23%	9%	-18%
CC(=O)c1c(C)[nH]c(C(=O)OCc2c(F)cccc2Cl)c1C	-10%	?	-1%
Cn1cc(S(=O)(=O)N2CCN(C(=O)c3ccco3)CC2)c(=O)n(C)c1=O	-4%	3%	-19%
CCN(CC)S(=O)(=O)c1ccc(NC(=O)c2cccs2)cc1	-10%	-9%	-4%
Cc1ccc(S(=O)(=O)NC(CC(C)C)C(=O)N2CCOCCOCCOCC2)cc1 (stereo not drawn)	0%	6%	-6%
CCOc1ccc(S(=O)(=O)N2CCN(C(=O)C3CC3C)CC2)cc1 (stereo not drawn)	3%	-16%	/
O=C(CNC(=O)c1cccc([N+](=O)[O-])c1)NC1CCCc2ccccc21 (stereo not drawn)	-3%	?	/
Cc1ccc(Cl)cc1N1CCN(C(=O)Cn2nc(C)n3c(cc4sccc43)c2=O)CC1	11%	18µM*	/
CCOc1ccccc1C(=O)NCC(=O)Nc1ccc2c(c1)OCO2	33%[activator]	-20%	/
COc1ccccc1N1CCN(C(=O)c2ccccc2Oc2ccccc2)CC1	16%	?	7%
COc1ccc(OC)c(-n2c(-c3ccc(O)cc3O)n[nH]c2=S)c1	2%	-6%	4%
O=C(Nc1ccc(F)cc1)N1CCOCC1	1%	2%	1%
CCOc1cc(CNC(=O)NC2COc3ccc(OC)cc3C2)cc(OCC)c1OCC (stereo not drawn)	-3%	?	/
COc1cccc(OC)c1C(=O)Nc1ccc(S(=O)(=O)Nc2ncccn2)cc1	18%	2%	-7%
O=C(COc1ccccc1)Nc1nnc(-c2ccc(Cl)cc2)o1	2%	?	-3%
CNc1nc2c(C)cccn2c(=O)c1C=NCc1ccccc1	-9%	-5%	5%
C#CCOCCOCCOCCNc1nc(N2CCN(C(=O)[C@H]([C@@H](C)CC)n3cc([C@@H](N)CO)nn3)CC2)nc(N2CCN(C(=O)[C@H](Cc3ccc(O)cc3)n3cc([C@@H](N)CC(C)C)nn3)CC2)n1	-8%	3%	6%
CCOC(=O)N1CCN(C(=O)c2cc(OCC)c(OCC)c(OCC)c2)CC1	19%	-3%	12%
Cn1cnc2cc(NCc3ccc(Cl)cc3)ccc21	-9%	?	1%
Cc1nn(-c2ccccc2)c(NC(=O)c2cccs2)c(-c2ccccc2Cl)c1=O	4%	3%	10%
COc1ccc(N2C(=O)C3C4C=CC(C4)C3C2=O)nn1 (stereo not drawn)	-9%	4%	1%
CCc1cc2c(=O)c(-c3nc4ccccc4n3C)c(C(C)C)oc2c(CN2CCN(C)CC2)c1O	1%	7.3µM*	-6%
CCCc1cc(C(=O)Nc2sc(C(C)=O)c(C)c2C(=O)OCC)no1	-3%	?	-15%
COc1cc(CNC(=O)c2ccc(NC(=O)N3CCCCc4ccccc43)cc2)cc(OC)c1OC	7%	18µM*	/
COc1ccc(C(=O)N(C)C2CCN(C)CC2)cc1S(=O)(=O)Nc1cc(Cl)ccc1Cl	-1%	1%	-2%
CCOC(=O)c1c(C)[n+](-c2ccc(C)cc2)c(CC)c2cc(OC)c(OC)cc12	2%	2.1µM*	0%
O=C(c1ccc([N+](=O)[O-])cc1)N1CCOCC1	11%	-5%	/
O=C1c2cccc(Cl)c2C(=O)c2c1cccc2N1CCCC1	?	-19%	/
CN(C)c1ncnc2sc(-c3ccccc3)cc12	?	?	3%

Carrying on:
SMILES	FEN1 inh	TDP1 cell CPT	N370S GC mod
Nc1cc(C(F)(F)F)ccc1N1CCOCC1	0%	-1%	-14%
CN(C1=C(N2CCOCC2)C(=O)c2ccccc2C1=O)c1ccccc1	-3%	13µM*	1%
Nc1[nH]nc2ncc3cc4ccccc4nc3c12	?	18µM*	28%
O=C1CCC(=O)N1c1ccc(NCCc2cccc(F)c2)c([N+](=O)[O-])c1	0%	1%	-1%
CC(C)C(=O)N1CCC(n2nccc2NC(=O)CCc2ccccc2)CC1	11%	?	-12%
CC1(C)CC(=O)C2=C(C1)N(c1cccc(O)c1)C1=C(C2)C(=O)CC(C)(C)C1	2%	-4%	0%
CCc1sc(C(=O)N2CCc3ccccc32)cc1C	3%	?	26%
COCCN1Cc2cccc(C(=O)Nc3cccc(-c4nc5ccccc5[nH]4)c3)c2C1=O	-11%	4.6µM*	5%
Cc1cccc(-n2c(SC(C)C(=O)O)nc3sc4c(c3c2=O)CCCC4)c1 (stereo not drawn)	6%	?	-5%
CCc1cc2c(=O)c(-c3cscn3)coc2c(CN(C)C)c1O	-14%	1.5µM*	0%
C=CCN(c1ccc(C(=O)NCCCn2ccnc2)cc1)S(C)(=O)=O	1%	30%	-6%
C/C(CCC(C)C)=N\NC(=O)COc1ccccc1-c1ccccc1	6%	10%	11%
c1ccc(OCCCCN2CCCCC2)cc1	-7%	-6%	-15%
CCCCOC(=O)Nc1nnc(COc2ccccc2)s1	-7%	-13%	21%[2.35 µM]
CCCCN(C(=O)C1=NN(c2ccccc2)C(=O)CC1)c1c(N)n(CCC)c(=O)[nH]c1=O	-8%	-1%	/
COc1ccc(CC(=O)N2N=C(C)CC2(O)c2cccnc2)cc1OC (stereo not drawn)	-4%	-8%	-1%
COc1ccc2nc(NC(=O)c3nc(SC(C)C)ncc3Cl)sc2c1	3%	-6%	/
COc1ccc(C(=O)NCCOc2cccc(OC)c2)cc1	-3%	-11%	7%
CCOc1ccccc1CN1CCN(CCCc2ccccc2)CC1CCO (stereo not drawn)	-1%	?	-1%
Cc1cc([N+](=O)[O-])cc2c1NC(=O)C2(O)N1CCOCC1 (stereo not drawn)	12%	?	-8%
